High-throughput results deposited in PubChem BioAssay by several laboratories.
AGP1 TOR yeast: alters AGP1-GFP fluorescence in TOR pathway yeast screen | 320,000 compounds, 0.02% hits | GFP response vs DMSO, % at 10 µM | S. cerevisiae AGP1-GFP multiplex flow cytometry, 3 h; GFP as percent of DMSO wells;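 active = GFP response relative to DMSO above a set limit, near screen average plus 3 SD, cut at about 150% in these data; inconclusive = fewer than 70 cells counted for the yeast strain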;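 note: median GFP channel fluorescence of the gated AGP1 strain per well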
GLD-1 TGE inh: GLD-1-TGE RNA interaction inhibition (C. elegans). AID 2280. inhibition, % at 5.96 µM. purified GLD-1 + fluorescein TGE RNA, fluorescence polarization. 320,000 compounds, 0.44% hits. Q17339;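 active = percent inhibition above a per-plate cutoff, the plate mean of test compounds plus 3 SD, cut at about 30% in these data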;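 note: 0% = DMSO wells with GLD-1 and probe and 100% = wells lacking GLD-1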
GRK2 inh: human GRK2 inhibition via aptamer displacement. bead flow cytometry, FAM-aptamer displacement from GRK2. inhibition of aptamer binding, % at 10 µM. 330,000 compounds, 0.59% hits. AID 488847;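 active = inhibition of aptamer binding above 40%, roughly 3 SD of noise, on plates passing a quality check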;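 note: median bead fluorescence of bound FAM aptamer so fluorescent compounds give negative values; no value below 0 was filed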
Target sequence (P25098 whole entry, looked up): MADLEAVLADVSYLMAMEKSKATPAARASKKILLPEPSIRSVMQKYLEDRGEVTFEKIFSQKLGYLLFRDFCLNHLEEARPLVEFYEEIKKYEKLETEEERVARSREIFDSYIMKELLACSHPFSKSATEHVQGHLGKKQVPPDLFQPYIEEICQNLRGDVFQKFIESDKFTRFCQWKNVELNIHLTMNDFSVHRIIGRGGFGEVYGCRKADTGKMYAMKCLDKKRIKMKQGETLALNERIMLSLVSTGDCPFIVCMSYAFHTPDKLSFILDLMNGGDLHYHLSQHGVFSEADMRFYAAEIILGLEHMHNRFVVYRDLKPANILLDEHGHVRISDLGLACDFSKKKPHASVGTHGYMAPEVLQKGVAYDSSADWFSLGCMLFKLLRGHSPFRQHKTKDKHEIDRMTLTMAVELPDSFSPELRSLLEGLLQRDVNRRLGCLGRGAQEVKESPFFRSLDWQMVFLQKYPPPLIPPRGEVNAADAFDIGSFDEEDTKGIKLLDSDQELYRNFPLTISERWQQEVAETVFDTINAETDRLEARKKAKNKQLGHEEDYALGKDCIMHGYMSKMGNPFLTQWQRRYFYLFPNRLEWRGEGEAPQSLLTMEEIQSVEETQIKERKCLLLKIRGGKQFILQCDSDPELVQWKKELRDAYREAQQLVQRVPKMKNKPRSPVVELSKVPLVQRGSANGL
CIT2-GFP yeast: modulators of TOR pathway CIT2-GFP in S. cerevisiae; S. cerevisiae CIT2-GFP strain, flow cytometry, 3 h; 100 means same as DMSO wells; 320,000 compounds, 0.065% hits; GFP response vs DMSO, % at 10 µM;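 active = GFP response relative to DMSO above a set limit, near the screen mean plus 3 SD, cut at about 150% in these data; inconclusive = Fewer than 70 cells measured for a yeast strain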;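 note: ratio of well median GFP fluorescence to mean of DMSO wells on the plate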
MEX-5 binding: C. elegans MEX-5 TCR-2 RNA binding activity; MEX-5/FITC-TCR2 RNA binding, fluorescence polarization; hits give low values; AID 1832; 300,000 compounds, 0.38% hits; Q9XUB2; activity score (negative = inhibition of binding), % at 10 µM;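 active = inhibition past about -25% in most replicates, and total fluorescence under double the plate's negative control median, limit read from the data; inconclusive = replicates evenly split on the limit, or fluorescence at least double controls; inactive = too little inhibition in most replicates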;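 note: 0% = DMSO and -100% = 5 µM competing unlabeled TCR2 RNA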
VLA-4 inh: inhibition in a human VLA-4 binding assay. 330,000 compounds, 0.2% hits. P13612. inhibition, % (about 7 µM as worked out from the volumes in the protocol). VLA-4 expressing cells, ligand binding flow cytometry; in the data active = inhibition above about 50%
BCLXL inh: inhibitors of human Bcl-xL; Q07817; GST-Bcl-xL / FITC-Bim BH3 peptide fluorescence polarization; inhibition, % at 10.9 µM; 320,000 compounds, 0.7% hits; AID 2129;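 active = inhibition above the mean of all tested compounds plus 3 SD, cutoff set per campaign, cut at about 30% in these data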;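 note: 0% = DMSO wells and 100% = unlabeled Bim-BH3 peptide competitor; inhibitors lower millipolarization by displacing the labeled peptide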
Fam108B inh: counter-screen for RBBP9 inhibitors: inhibitors of mouse Fam108B | recombinant Fam108B, FP-Rh probe fluorescence polarization | inhibition, % at 9.51 µM | 300,000 compounds, 0.33% hits | AID 1947;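 active = inhibition above the screen mean inhibition plus 3 SD, computed separately per campaign, cut at about 18% in these data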;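 note: inhibitors lower polarization as less probe binds the enzyme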
MCL1 BIM primary: MCL1-BIM-BH3 interaction inhibition (human). AID 2057. GST-MCL1 / FITC-Bim-BH3 fluorescence polarization. inhibition, % at 10.9 µM. Q07820. 320,000 compounds, 0.68% hits;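 active = inhibition above the mean inhibition of all tested compounds plus 3 SD, set per campaign, cut at about 40% in these data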;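 note: 0% = DMSO wells and 100% = unlabeled Bim-BH3 peptide control; higher means more loss of mP so more displacement of Bim peptide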
Target sequence (Q07820 whole entry, looked up): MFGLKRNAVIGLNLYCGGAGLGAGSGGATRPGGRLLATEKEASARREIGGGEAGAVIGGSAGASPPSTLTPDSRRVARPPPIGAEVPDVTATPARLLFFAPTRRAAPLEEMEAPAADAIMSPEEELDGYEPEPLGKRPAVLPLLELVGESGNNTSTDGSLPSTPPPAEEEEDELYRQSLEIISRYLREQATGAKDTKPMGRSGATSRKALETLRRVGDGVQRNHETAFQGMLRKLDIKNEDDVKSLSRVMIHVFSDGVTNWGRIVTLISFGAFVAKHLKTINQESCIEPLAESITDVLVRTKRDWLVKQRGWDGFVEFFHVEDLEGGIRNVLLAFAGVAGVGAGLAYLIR
* hit, by the source's call; ? = inconclusive; . = not tested or not shown.

Compound	AGP1 TOR yeast	GLD-1 TGE inh	BCLXL inh	Fam108B inh	MCL1 BIM primary	MEX-5 binding	GRK2 inh	VLA-4 inh	CIT2-GFP yeast
O=C(NNC(=O)c1cccc(O)c1)Nc1ccc([N+](=O)[O-])cc1	114	-2	-3	6	1	1.2	2	-3	120
COc1ccc(NC(=O)c2c(C)nn(-c3ccccc3)c2Cl)cc1	99	1	-1	-2	-7	-0.6	0	12	105
CC(C)C[C@H]1CN=C(Nc2ccccc2)N1CCc1ccc(F)cc1	108	5	3	2	0	.	1	37	105
O=C(O)C1C2C=CC(CC2)C1C(=O)O (centres undefined)	62	1	4	-3	7	-1.3	60*	6	95
C/C(=N\OCC(=O)NC12CC3CC(CC(C3)C1)C2)c1cc2ccccc2o1	97	0	-3	4	-14	1.9	3	10	96
O=C(NC12CC3CC(CC(C3)C1)C2)c1cc(F)c(F)cc1Cl	99	2	3	0	-2	3.0	1	3	106
COc1ccc(CNC(=O)CN2C(=O)CSc3ccc(S(=O)(=O)N4CCOCC4)cc32)c(OC)c1	108	3	-3	1	-6	-3.8	6	5	108
O=C1[C@H](O)[C@@H](O)C(=O)N1Cc1ccccc1	98	-8	3	3	-5	-1.5	4	7	94
CSC[C@H](NC(=O)COc1cc2c(c3oc(=O)cc(C)c13)CCC(C)(C)O2)C(=O)O	93	-12	8	-4	6	-0.3	0	3	103
COc1ccccc1-c1nnn(CC#N)n1	105	2	2	-2	0	-0.5	0	-4	108
CCNC(=S)Nc1cc(OCC)c(NC(=O)c2ccco2)cc1OCC	102	6	2	2	6	-3.6	0	2	98
CCOC(=O)N1CCC(Nc2c(NCCCN(CC)CC)c(=O)c2=O)CC1	99	-4	2	2	0	1.7	0	-5	96
CSc1nc(-c2ccccc2)nn1C(=O)c1ccc(Cl)cc1	110	3	4	2	3	0.7	1	2	96
COc1ccccc1CCC(=O)OCC(=O)Nc1c(Br)cc(C)cc1Br	106	0	6	-1	0	-2.3	4	-7	106
Cn1c(CSCc2ccc(Cl)cc2Cl)n[nH]c1=S	92	-1	-10	4	-13	0.0	0	-3	87
Cn1ccnc1SCc1nc2c(cnn2-c2ccccc2)c(=O)[nH]1	107	-6	-2	0	-3	-3.3	0	-4	102
COc1cccc(CC2(CO)CCCN(Cc3cc(F)ccc3-n3cccn3)C2)c1 (centres undefined)	104	-4	7	0	4	9.9	0	-11	106
Cc1ccc(/C=N/NC(=O)C2=NNC(c3ccccc3)(c3ccccc3)C2)c(O)c1	96	10	1	-4	4	-5.7	0	7	102
O=C1CCCC(O)=C1C1NCCc2ccccc21 (centres undefined)	98	21	24	0	14	-3.6	2	-10	105
COc1ccc(C2C(C#N)=C(N)OC3=C2C(=O)CCC3)c(OC)c1OC (centres undefined)	108	4	1	0	-9	-2.8	1	0	112
CCCCOc1ccc(C(=O)N2CCCCCC2)cc1	.	0	2	-5	10	0.4	0	8	82
O=C(c1ccccc1Sc1cccc2ccccc12)N1CCOCC1	96	-2	6	-5	5	1.1	0	-17	83
O=C(Cn1cc(C(F)(F)F)ccc1=O)N1CCc2ccccc21	102	4	.	.	.	.	3	-4	101
CSc1ccc(N2C(=O)NC3(CCCCC3)C2=O)cc1	100	-1	3	2	5	1.3	5	-1	93
Cc1ccc2c(c1)N(C(=O)CCC(=O)Nc1ccccc1Br)CC(C)O2 (centres undefined)	105	2	3	-2	2	1.8	0	-5	114
O=C(Nc1ccccc1-c1ccccc1)NC1CCN(CC(=O)N2CCOCC2)CC1	103	5	1	0	4	0.5	0	9	.
O=C1CCC([N+](=O)[O-])C(c2ccc(Cl)c([N+](=O)[O-])c2)N1 (centres undefined)	101	5	-1	0	4	1.2	0	2	93
O=C(/C=C/c1cccc(C(F)(F)F)c1)Nc1cccc(C(F)(F)F)c1	100	4	2	-46	-5	0.8	0	-13	102
O=C(CN1C(=O)c2ccccc2C1=O)c1ccc(F)cc1	96	2	3	0	3	1.7	0	9	87
CC(C)OCc1ccc(C(=O)N2CCN(CC(=O)N3CCCC3)CC2)cc1	90	-4	.	.	.	.	0	-11	102
Cc1cc(C(=O)CSc2nnc(-c3ccc(OC(F)F)cc3)o2)c(C)n1Cc1cccs1	104	-1	-7	-6	-7	-0.7	0	17	101
O=C(CC1COc2ccccc2O1)NCCc1ccccc1 (centres undefined)	104	-2	1	3	2	-1.1	0	4	95
CC(=O)c1c(C)[nH]c(C(=O)Nc2ccc(S(=O)(=O)N(C)C)cc2)c1C	110	8	2	0	3	-0.5	0	23	111
S=C(Nc1cccc2ccccc12)NN1CCOCC1	.	2	3	-2	2	1.6	0	6	90
COc1ccc(CCNC(=O)C2CCCN2S(=O)(=O)c2cccc3nsnc23)cc1OC (centres undefined)	102	-5	2	-3	0	-1.3	0	-1	103
Cc1cc(/C=C2\SC(=O)N(CC(=O)Nc3ccccc3F)C2=O)c(C)n1C	87	1	3	-2	-1	-4.3	0	8	100
COc1ccccc1NC(=O)C1=C(C)NC(=O)NC1c1ccco1 (centres undefined)	103	4	6	-2	5	-3.0	1	3	100
Cc1cc(-c2csc(NC(=O)c3ccccc3C(F)(F)F)n2)c(C)n1Cc1ccccc1	100	0	0	0	-8	1.9	1	28	102
CCCOc1ccc(NC(=O)CC2C(=O)N(c3ccc(OCC)cc3)C(=S)N2C2CC2)cc1 (centres undefined)	?	-3	-8	-4	-8	0.4	0	-1	90
COc1ccc(-c2nn(-c3ccccc3)cc2/C=C2/SC(=S)N(CCC(=O)O)C2=O)c(C)c1	104	-1	12	-7	18	1.2	80*	2	108
COc1ccc([N+](=O)[O-])cc1NC(=O)CC1SC(=Nc2cccc(C)c2C)N(/N=C/c2cccc(OC)c2OC)C1=O (centres undefined)	93	2	3	-27	-5	0.3	0	-28	93
COc1ccc(NC(=O)/C(N=Nc2ccc(Cl)c(S(=O)(=O)Nc3ccc(Cl)cc3)c2)=C(\C)O)cc1	95	-1	.	.	.	.	0	-4	97
CS(=O)(=O)c1ccc(-c2cccc(NC(=O)c3ccc(Br)o3)c2)nn1	93	10	5	-2	1	-1.0	1	6	96
Cc1cc(SCC(=O)N/N=C/c2cccnc2)nc2c(C)cccc12	110	1	7	-16	11	-0.5	0	-6	102
C/C(=N/OC(=O)c1ccc(C)cc1)C(=O)c1ccc(Br)cc1	102	1	2	0	2	0.9	4	12	86
Cc1ccc(C)c(S(=O)(=O)NCCCc2ccccc2)c1	99	8	1	-2	2	2.6	81*	8	82
CCCOc1cccc(C(=O)NCCNC(=O)c2ccc(C)nc2)c1	105	-3	5	3	3	0.0	1	9	101
O=C(CN1C(=O)C2C3CC(C(Br)C3Br)C2C1=O)Nc1ccc(C(=O)O)cc1 (centres undefined)	100	3	1	2	-3	1.5	0	3	99
O=C(NCc1ccccn1)c1ccc(Cl)s1	106	-4	4	-1	5	0.7	0	15	96
COc1ccc(NC(=O)c2cc(-c3cc(Cl)ccc3O)n[nH]2)c(OC)c1	101	-4	5	-4	5	-8.6	2	9	104
COc1ccccc1Nc1nc2c(s1)CCC2	97	-5	10	0	10	1.0	2	9	91
CCc1nnc(NC(=O)CN2C(=O)NC3(CC(C)CC(C)(C)C3)C2=O)s1 (centres undefined)	102	0	7	-2	1	-2.1	4	-3	103
CC(=O)c1noc(C)c1C(=O)Nc1nccs1	105	4	2	0	2	-1.2	2	9	113
CC(=O)NCc1ccc(C(=O)COC(=O)COc2ccc(Cl)c(C)c2)s1	105	0	.	.	.	.	1	4	93
Cc1cc(=O)n(CCCO)c(O)c1C#N	102	10	10	0	6	-6.4	0	-4	101
NC(=O)[C@@H]1CCCN1C(=O)c1ccc2nc(Cc3ccccc3F)oc2c1	101	7	-1	0	4	1.4	0	6	107
CCc1cc2c3c(c(=O)oc2cc1O)CCCC3	86	0	5	1	7	-0.9	3	-1	83
O=C(Nc1ccc2c(c1)CCC2)c1cc2ccccc2o1	98	7	3	-4	-2	-0.8	4	8	92
Cc1n[nH]c(=O)n1-c1ccc(OCc2ccccc2)cc1	105	2	4	1	-1	-2.8	2	5	98
Cc1ccc(NC(=O)c2c(C)nn(-c3ccccc3)c2Cl)cc1	96	4	9	-5	1	1.4	0	-3	94

(list continues)
Compound	AGP1 TOR yeast	GLD-1 TGE inh	BCLXL inh	Fam108B inh	MCL1 BIM primary	MEX-5 binding	GRK2 inh	VLA-4 inh	CIT2-GFP yeast
O=C(NCc1cccnc1)C(=O)NCC1OCCCN1S(=O)(=O)c1ccc(Cl)cc1 (centres undefined)	97	-2	5	-2	8	-3.1	0	5	104
CC(C)Oc1c(Br)cc(Br)cc1/C=N/NC(N)=S	103	4	3	6	3	-3.9	0	11	108
CCOc1ccc(OCc2ccc(C(=O)Nc3cccc(C)n3)o2)cc1	84	-6	0	-6	-3	0.0	0	-16	81
O=C(C1=C(O)C(=O)N(Cc2ccco2)C1c1cccc(Cl)c1)c1ccco1 (centres undefined)	91	1	3	1	0	-0.6	3	5	90
Cc1cnc([N+](=O)[O-])n1CCOC(=O)c1cccc(F)c1	100	-7	2	-3	1	0.3	1	32	92
CC(=O)c1cccc(NC(=O)NC2CC3CCCC(C2)N3CC(C)C)c1 (centres undefined)	113	-2	1	-1	-1	-1.4	0	-12	108
CC(C)N(C(=S)Nc1cccnc1)c1ccccc1	97	3	7	-2	4	-2.8	2	1	94
Cc1nn(C)c(C)c1CS(=O)(=O)c1ccccc1	107	-1	3	-1	0	-0.5	2	3	100
Cc1cc(NS(=O)(=O)c2ccc(NC(=S)NC(=O)c3cccnc3)cc2)no1	103	-10	6	-2	12	0.8	3	-4	103
COc1ccc(NC(=O)COC(=O)c2ccccc2SCC(=O)N2CCCC2)cc1	107	4	5	4	8	2.3	0	-7	106
CCc1c(O)nc(SCC(=O)Nc2nc3ccccc3s2)n(C2CCCCC2)c1=O	98	1	4	1	7	7.1	0	-4	92
Cc1cccc(OCc2nnc(SCC(=O)N3CCCC3)o2)c1	103	5	0	1	-3	-2.3	0	12	103
Cc1ccc(S(=O)(=O)Nc2ccccc2C(=O)N2CCCCCC2)cc1	104	.	.	.	.	1.7	0	-7	108
Cc1csc(NC(=O)CCCC(=O)O)c1-c1nc2ccccc2s1	100	-6	2	0	0	0.0	3	0	99
COc1cccc(NC(=O)CN(C)C(=O)CCNC(=O)c2ccc(Br)cc2)c1	116	1	4	4	-1	-0.2	0	8	113
CCOc1ccccc1C(=O)N[C@H](C(=O)Nc1cc(S(=O)(=O)N(C)C)ccc1OC)C(C)C	92	4	7	2	13	-0.9	1	1	93
Cc1ccc(S(=O)(=O)Nc2c(O)c3ccccc3oc2=O)cc1C	95	3	2	1	3	3.8	3	1	102
CCOC(=O)N1CCN(C(=O)Nc2ccc3nc(C)sc3c2)CC1	107	4	0	4	-3	-1.3	0	-9	94
CNC(=O)CSCc1c(F)cccc1Cl	108	9	7	1	-1	-2.4	0	5	96
